# USP28 block: inhibitors of human USP28 deubiquitinase; inhibition, % at 25 µM; hit rate 3% among 47,000; Q96RU2; purified USP28, Ub-rhodamine cleavage fluorescence, 30 min; AID 1645857
# USP30 block: human USP30 deubiquitinase inhibition; Q70CQ3; purified USP30, Ub-rhodamine cleavage fluorescence; inhibition, % at 25 µM; hit rate 5.3% among 47,000
# USP17 block: human USP17-like deubiquitinase inhibition; A8MUK1; purified USP17, Ub-rhodamine cleavage fluorescence, 3 h; inhibition, % at 50 µM; hit rate 6.5% among 47,000
# USP7 inh: inhibitors of human USP7 deubiquitinase. inhibition, % at 20 µM. hit rate 0.3% among 47,000. purified USP7, Ub-rhodamine cleavage fluorescence
# Target sequence (Q93009 whole entry, looked up): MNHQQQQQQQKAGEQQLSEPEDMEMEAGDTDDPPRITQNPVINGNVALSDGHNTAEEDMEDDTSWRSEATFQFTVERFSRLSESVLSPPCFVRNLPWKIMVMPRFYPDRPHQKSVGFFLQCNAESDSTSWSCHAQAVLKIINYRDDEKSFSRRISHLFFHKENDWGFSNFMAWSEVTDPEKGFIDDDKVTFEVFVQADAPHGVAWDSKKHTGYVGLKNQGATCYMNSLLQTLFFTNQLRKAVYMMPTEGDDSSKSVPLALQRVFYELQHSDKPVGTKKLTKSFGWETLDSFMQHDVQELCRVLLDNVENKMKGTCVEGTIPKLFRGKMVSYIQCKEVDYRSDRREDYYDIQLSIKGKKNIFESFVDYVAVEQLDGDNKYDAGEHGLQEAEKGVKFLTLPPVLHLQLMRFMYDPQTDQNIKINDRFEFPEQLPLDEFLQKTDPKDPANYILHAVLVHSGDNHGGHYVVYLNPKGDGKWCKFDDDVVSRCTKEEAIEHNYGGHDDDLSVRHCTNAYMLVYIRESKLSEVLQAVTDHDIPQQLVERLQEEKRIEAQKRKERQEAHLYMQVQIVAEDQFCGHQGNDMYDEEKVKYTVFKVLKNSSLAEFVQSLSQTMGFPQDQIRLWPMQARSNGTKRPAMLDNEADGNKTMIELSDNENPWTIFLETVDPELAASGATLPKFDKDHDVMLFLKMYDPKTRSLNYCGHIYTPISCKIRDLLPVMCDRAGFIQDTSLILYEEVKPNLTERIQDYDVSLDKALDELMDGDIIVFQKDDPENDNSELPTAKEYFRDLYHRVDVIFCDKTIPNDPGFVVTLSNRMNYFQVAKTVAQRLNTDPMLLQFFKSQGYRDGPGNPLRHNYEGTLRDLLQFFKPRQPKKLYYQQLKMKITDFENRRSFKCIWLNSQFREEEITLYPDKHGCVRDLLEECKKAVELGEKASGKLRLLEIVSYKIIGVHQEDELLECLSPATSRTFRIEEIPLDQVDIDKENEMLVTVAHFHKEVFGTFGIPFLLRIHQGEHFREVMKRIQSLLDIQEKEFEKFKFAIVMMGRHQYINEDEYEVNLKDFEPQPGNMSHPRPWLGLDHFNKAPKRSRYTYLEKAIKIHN
# USP10 inh: human USP10 deubiquitinase inhibition; hit rate 1.1% among 47,000; Q14694; purified USP10, Ub-rhodamine fluorescence, 60 min; inhibition, % at 20 µM
# UCHL1 block: inhibitors of human UCHL1 deubiquitinase; P09936; purified UCHL1, Ub-rhodamine cleavage fluorescence; inhibition, % at 20 µM; hit rate 0.2% among 47,000; AID 1645859
# USP8 block: blocks human USP8 ubiquitin-rhodamine cleavage | P40818 | AID 1645853 | hit rate 4.2% among 47,000 | inhibition, % at 20 µM | purified USP8, Ub-rhodamine cleavage fluorescence, 30 min
# OTUD3 inh: human OTUD3 deubiquitinase inhibition | purified OTUD3, Ub-rhodamine fluorescence, 2 h | inhibition, % at 25 µM | hit rate 0.7% among 47,000 | AID 1645858
# Starred values were filed as active, the others as inactive; i = inactive; . = not tested or not shown. No stated cut-off is given here; in the data, active means inhibition above about 30%; inactive means the rest.
USP28 block	USP30 block	USP17 block	USP7 inh	USP10 inh	UCHL1 block	USP8 block	OTUD3 inh	SMILES
-31	-142	12	.	9	1	-1	-23	COc1ccc(C(=O)Nc2nnc(S(=O)(=O)N3c4ccccc4CC3C)s2)cc1OC (stereo not drawn)
2	23	3	2	1	1	1	5	CCN1CCN(CCNC(=O)c2cc3n(n2)CCCN(Cc2ccc(C)cc2)C3=O)CC1
-7	-96	-17	-18	-2	5	-10	-18	COc1ccc(-c2c3c4n(c(-c5ccccc5)cn4c2C(=O)NC2CCCCC2)CCCC3)cc1
3	8	0	5	1	2	1	3	Cc1cc(OCC(=O)O)cc2c1C(=O)CC(C)(C)O2
2	-28	-3	-4	1	6	-26	3	O=C(Nc1ccc(F)cc1)C(c1ccccc1)N(Cc1ccc2c(c1)OCO2)C(=O)c1cnccn1 (stereo not drawn)
4	9	9	9	2	1	-4	10	OC1(Cn2nnc(-c3ccc4c(c3)OCO4)n2)CCNCC1
-117	i	-45	-8	-10	-8	58*	-112	O=C(c1cc(-c2ccccc2)n[nH]1)N1CCC(Nc2cccnc2)C1 (stereo not drawn)
7	31*	1	-3	-2	-1	-48	10	CC(NC(=O)[C@H](NC(=O)C1CCN(C(=O)[C@H](N)Cc2ccccc2)CC1)C(C)C)c1ccccc1 (stereo partly drawn)
-10	-4	-19	-1	2	0	3	-9	O=C(CSc1nnc(-c2c[nH]c3ccccc23)n1C1CC1)NC1CCS(=O)(=O)C1 (stereo not drawn)
0	48*	4	-18	2	0	0	11	COc1ccc(CN(CC(=O)NC2CCCCC2)C(=O)CCC(=O)Nc2ccccn2)cc1
11	-28	2	8	7	5	41*	8	COc1ccc(OC)c(NC(=O)C(C)N2c3cccc4cccc(c34)S2(=O)=O)c1 (stereo not drawn)
4	3	8	1	2	-1	15	10	COc1ccccc1NC(=O)CC1SC(N2CCOCC2)=NC1=O (stereo not drawn)
7	12	5	0	0	1	-9	5	CCn1c(SCC(=O)N2CCc3ccccc3C2)nnc1-c1ccc2c(c1)OCCO2
8	15	7	3	-5	3	-18	3	CCC(C)[C@H](NC(=O)[C@H](Cc1ccccc1)n1c(=O)[nH]c2ccccc2c1=O)C(=O)N1CCC(C(=O)O)CC1 (stereo partly drawn)
1	4	-8	-5	0	-1	0	0	Cc1ccc2c(c1)cc(C(=O)N1CCOCC1)n2C
-5	-47	17	-8	-13	-11	-6	-9	NS(=O)(=O)c1ccc(CNc2ncnc3sccc23)cc1
16	14	9	3	3	0	10	17	COC(=O)CN1C(=O)CSc2ccc(S(=O)(=O)Nc3cccc(F)c3)cc21
9	16	6	0	-1	1	15	7	CN1C(=O)COc2ccccc2C/C=C/C[C@@H]2[C@H]1CCCN2C(=O)CCc1ccnn1C
-11	-3	.	-9	21	-9	57*	-7	COc1ccccc1NC(=O)c1nc(-c2cn(-c3ccc(F)cc3)nn2)no1
-2	4	9	-2	1	0	0	0	O=C(CN1C(=O)CC(c2ccccc2)S(=O)(=O)c2ccccc21)Nc1cccc(F)c1 (stereo not drawn)
0	3	0	-10	0	0	9	7	O=S(=O)(c1ccc(F)cc1)N1CCCn2nnc(COCC3CC3)c2C1
0	24	-15	9	7	5	-127	9	Cc1cccc(Nc2cc(C3CCCN(C(=O)c4ccn[nH]4)C3)ccn2)n1 (stereo not drawn)
45*	-3	0	-5	0	-1	-5	-1	COc1nn(C)cc1C(=O)N1CCC(C(=O)Nc2ccc(Br)cc2F)CC1
0	10	2	3	1	1	3	1	CCCNC(=O)c1cc(-c2ccc(C)cc2)n(C2CCS(=O)(=O)C2)n1 (stereo not drawn)
.	.	-11	0	0	0	-2	-6	Cc1ccc2nc3c(cc(C(=O)N4CCCC(C)C4)n3Cc3ccccc3)c(=O)n2c1 (stereo not drawn)

# Entries of single compounds from above.
# O=S(=O)(c1ccc(F)cc1)N1CCCn2nnc(COCC3CC3)c2C1 is entered as USP28 block = 0; USP30 block = 3; USP17 block = 0; USP7 inh = -10; USP10 inh = 0; UCHL1 block = 0; USP8 block = 9; OTUD3 inh = 7
# O=C(c1cc(-c2ccccc2)n[nH]1)N1CCC(Nc2cccnc2)C1 (stereo not drawn) is entered as USP28 block = -117; USP30 block = i; USP17 block = -45; USP7 inh = -8; USP10 inh = -10; UCHL1 block = -8; USP8 block = 58*; OTUD3 inh = -112

# Filtered by structure, the compounds so far with an aryl thioether with sulfur outside any ring
USP28 block	USP30 block	USP17 block	USP7 inh	USP10 inh	UCHL1 block	USP8 block	OTUD3 inh	SMILES
-10	-4	-19	-1	2	0	3	-9	O=C(CSc1nnc(-c2c[nH]c3ccccc23)n1C1CC1)NC1CCS(=O)(=O)C1 (stereo not drawn)
7	12	5	0	0	1	-9	5	CCn1c(SCC(=O)N2CCc3ccccc3C2)nnc1-c1ccc2c(c1)OCCO2

# Back to the main list, starting 7 compounds before the break.
USP28 block	USP30 block	USP17 block	USP7 inh	USP10 inh	UCHL1 block	USP8 block	OTUD3 inh	SMILES
-11	-3	.	-9	21	-9	57*	-7	COc1ccccc1NC(=O)c1nc(-c2cn(-c3ccc(F)cc3)nn2)no1
-2	4	9	-2	1	0	0	0	O=C(CN1C(=O)CC(c2ccccc2)S(=O)(=O)c2ccccc21)Nc1cccc(F)c1 (stereo not drawn)
0	3	0	-10	0	0	9	7	O=S(=O)(c1ccc(F)cc1)N1CCCn2nnc(COCC3CC3)c2C1
0	24	-15	9	7	5	-127	9	Cc1cccc(Nc2cc(C3CCCN(C(=O)c4ccn[nH]4)C3)ccn2)n1 (stereo not drawn)
45*	-3	0	-5	0	-1	-5	-1	COc1nn(C)cc1C(=O)N1CCC(C(=O)Nc2ccc(Br)cc2F)CC1
0	10	2	3	1	1	3	1	CCCNC(=O)c1cc(-c2ccc(C)cc2)n(C2CCS(=O)(=O)C2)n1 (stereo not drawn)
.	.	-11	0	0	0	-2	-6	Cc1ccc2nc3c(cc(C(=O)N4CCCC(C)C4)n3Cc3ccccc3)c(=O)n2c1 (stereo not drawn)
1	-1	-2	3	13	2	9	10	CC(Oc1ccc(C(C)C)cc1)C(=O)Nc1nonc1-c1ccccc1 (stereo not drawn)
23	28	20	6	3	1	27	12	Cc1nc(-c2ccc(NC(=O)N3CCCCC3)cc2)no1
-4	-30	-3	1	-3	-1	0	-6	CCc1ccc(S(=O)(=O)Nc2cccc(N3CCCS3(=O)=O)c2)cc1
12	27	16	7	-3	2	13	13	O=C1N[C@@H]2CCN(C(=O)CN3CSCC3=O)C[C@@H]2CCCCCOc2ccccc21
-10	-19	-19	-1	-1	-5	-57	-2	CC(=O)NCC(=O)N1CCN(c2nc(-c3cccnc3)nc3ccccc23)CC1
0	10	21	-14	-4	-3	-65	-5	CC1=C(c2ccc(Cl)cc2)S(=O)(=O)NC1=NCC(=O)NC1CCCC1
6	2	8	4	3	4	6	5	O=S(=O)(c1cccc(F)c1)N1CCC(O)(CN2CCOCC2)C1 (stereo not drawn)
4	3	4	3	-1	0	-42	7	C[C@H](C(=O)N1Cc2ccccc2CC2(CCN(C)C2)C1)c1ccccc1 (stereo partly drawn)
-88	-196	-115	-17	-8	-27	-58	-49	Cc1ccc2cc(CN(CC(C)C)S(=O)(=O)c3ccccc3)c(=O)[nH]c2c1
-38	-76	0	-2	-5	-1	-10	-29	COc1cc(C(C)=O)ccc1OCC(=O)Nc1cccc(-c2nc3ccccc3[nH]2)c1
9	7	9	2	3	3	11	2	C[C@]12C(=O)N(CCc3ccccc3F)CC(=O)N1CCc1c2[nH]c2ccccc12
-6	-29	-15	-7	-3	-9	-4	-7	COc1ccc(-c2csc(-c3nnn(-c4cc(OC)cc(OC)c4)c3N)n2)cc1
3	-10	8	1	-3	-3	5	0	Cc1cccc(S(=O)(=O)N2CC=C(c3cn(C)c4ncccc34)CC2)c1
2	52*	46*	-9	-2	-2	-10	-7	COc1ccc(C(=O)NCCc2nnc3ccc(SCC(=O)NCc4ccc(F)cc4)nn23)cc1
-12	16	19	0	1	-1	0	-1	Cc1cc(C)c(NC(=O)COc2nncc3ccccc23)c(C)c1
-20	1	-6	8	1	-4	-31	-4	O=C1NCc2ccccc2CC12CCCCN2Cc1ccc(O)cc1 (stereo not drawn)
14	27	19	2	1	2	10	13	CCCC(=O)Nc1ccc2c(c1)C(=O)N(C)C1=NCCN12
-4	-4	-2	-5	17	0	13	-10	COc1ccc(-c2cc3nc(CCNC(=O)c4ccc(OC)s4)nn3cn2)cc1
2	-6	-1	-4	0	-1	0	-10	CCC(=O)Nc1nc2ccc(NC(=O)C3CC3)cc2s1
24	-12	57*	-3	15	4	55*	12	COc1ccc(Nc2nc(C(=O)NCc3ccccc3)cc3occc23)cc1
10	20	4	1	1	0	6	13	CNc1cc(C2CCCN(C(=O)c3noc4c3CCCC4)C2)ccn1 (stereo not drawn)
11	11	3	-5	0	4	9	6	CC(C)c1ccc(NC(=O)CC2C(=O)OCCN2Cc2ccccc2)cc1 (stereo not drawn)
-23	-130	40*	3	-2	0	-15	-21	N#C/C(=C\c1cn(CCC(N)=O)c2ccccc12)c1nc2ccccc2[nH]1
12	19	22	5	15	0	11	11	O=C(CC1CCCC1)N1CCC(c2[nH]nc3nccnc23)CC1
-10	-17	-12	6	3	-1	-21	0	CN(C)CCNC(=O)c1ncn2c1CN(CC1CC1)S(=O)(=O)c1ccccc1-2

# (next part)
USP28 block	USP30 block	USP17 block	USP7 inh	USP10 inh	UCHL1 block	USP8 block	OTUD3 inh	SMILES
4	-6	-27	0	-2	1	-5	16	NS(=O)(=O)c1ccc(CCNS(=O)(=O)c2cccc3cccnc23)cc1
61*	4	-7	6	6	0	-6	-8	O=C(CCc1ccc(S(=O)(=O)N2CCOCC2)cc1)Nc1ccc2c(c1)OCCO2
-21	-46	-3	-1	-4	-6	-32	-21	Cc1c(NC(=O)Cc2cc(Cl)c3c(c2)OCCO3)cccc1-n1cnnn1
-5	-10	0	2	0	-1	5	-8	CC(=O)N1C[C@H]2C3(CCN(C(=O)c4cccnc4)CC3)CC[C@@]2(C(=O)N2CCCC2)C1
0	2	7	-2	-6	-1	-4	3	Cc1cc(=O)n(CC(=O)NCc2ccccc2Cl)c(N2CCOCC2)n1
0	-44	-26	-10	-2	0	-19	4	O=C(O)c1cn(Cc2ccccc2F)c(=O)c2ccccc12
-198	i	-106	-87	-8	-78	-229	-165	CC(C)N1CC[C@@H]2[C@H](C1)CN2C(=O)NCc1ccccc1
5	19	6	8	4	0	9	3	O=C(Nc1ccccc1)c1sc(-c2ccccc2)nc1-c1ccccc1
6	8	14	4	0	5	18	17	CCNC(=O)N1C[C@@H]2OCC(=O)N(Cc3ccccn3)[C@@H]2C1
0	3	0	7	4	0	5	-4	CCOC(=O)C1CCN(C(=O)c2ccccc2NS(=O)(=O)c2ccc(F)c(F)c2)CC1
4	0	-3	1	6	1	7	-4	Cc1ccc(S(=O)(=O)Nc2ccc(-c3nc4cccnc4s3)cc2C)cc1C
4	-26	-8	4	-3	11	1	-3	Cc1cc(N2CCN(C)CC2)nc2ccc(NC(=O)CCC(=O)NCCc3ccc(Cl)cc3)cc12
11	25	1	1	0	1	8	13	COc1cccc(CCN2C[C@@]34CN(C(=O)NC5CCCC5)C[C@@H](C[C@@H]3S2(=O)=O)O4)c1
